# FBPA coupling cs – coupling enzyme interference in Giardia aldolase counter-screen; coupling enzyme system counterscreen, AmpLite Red fluorescence; activity change, negative = inhibition, % at 58.2 µM, hits read low; 290,000 tested, 0.67% active; in the data active = activity change below about -30%; also: % is scaled to controls: 0 for no effect and ±100 for the full control effect
#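 Fluorescence at 525 nm excitation and 598 nm emission measured inhibition of the coupled detection system without aldolase. Compounds (at 57.5 uM final) were preincubated 10 min at room temperature with coupling enzyme reagent before a 20 min substrate/AmpLite Red step.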
# USP2a inh – inhibitors of human ubiquitin-specific protease USP2a | USP2 core, Ub-CHOP2 coupled fluorogenic reporter, 485/531 | Potency, µM (top dose mostly 38.3 µM), for inactives: at the top dose activity change, negative = inhibition, actives largely listed as inhibitors | 330,000 tested, 0.01% active | AID 463254;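 also: potency is read from the fitted curve at half-maximal effect; plate controls were DMSO wells for no effect and full inhibition by NEM control for full effect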
#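 Deubiquitinase activity read as fluorescence (485/531 nm) after Ub-CHOP2 cleavage activates the enterokinase reporter on its substrate; USP2 core 10nM, Ub-CHOP2 and substrate 25nM each, 30min compound preincubation then 60min RT; data normalized to NEM, curves fitted.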
# GALK inh – inhibitors of human galactokinase. Purified GALK, Kinase-Glo residual ATP luminescence. 270,000 tested, 0.007% active. Potency, µM (series often up to 57.5 µM), for the others: at the highest dose activity change, negative = inhibition, usual class: inhibitors. P51570. AID 1868; also: potency is read from the fitted curve at half-maximal effect; % is scaled to controls: 0 for no effect and ±100 for the full control effect
#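 Quantitative HTS: GALK 5 nM, ATP 35 uM, galactose 100 uM, 1 h room temperature, then luciferase-based ATP detection.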
# B2AR arrestin – agonists driving beta-arrestin recruitment to human beta2-adrenergic receptor; AID 492947; 330,000 tested, 0.02% active; P07550; Potency, µM (doses to about 46.1 µM), for inactives: at the highest dose activation, usual class: activators; beta-arrestin recruitment to beta2AR, cell-based reporter;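 also: potency is read from the fitted curve at half-maximal effect; 0% = DMSO controls and full agonism = EC100 isoproterenol or metaproterenol; nearly all actives have a fitted effect of over 65% in size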
# KCNH2 3.1 block – inhibitors of human KCNH2 3.1 potassium channel isoform | activity change, % (tested at about 1.8 µM) | U2OS KCNH2 3.1, thallium flux FluxOr; stronger effect = lower value | 340,000 tested, 0.95% active;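 active = maximum activity change below -70%; inconclusive = maximum activity change from -70% to -50%; inactive = maximum activity change above -50%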;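 also: thallium influx rate constant from kinetic fluorescence after stimulation buffer; % is scaled to controls: 0 for no effect and ±100 for the full control effect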
#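 Normalized rate constant (relative to positive and negative DMSO controls) derived from a 2 min kinetic fluorescence read after stimulation; U2OS cells expressing the 3.1 isoform via virus at 1.77 x 10^8 /mL.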
# Giardia kill – kills Giardia lamblia; AID 540267; Giardia lamblia trophozoite viability; activity change, % at 7.66 µM, hits read low; 340,000 tested, 0.15% active; in the data active = activity change below about -80%; inconclusive = between about -30% and that limit;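 also: parasites exposed to compound for two days anaerobically before the ATP read; % is scaled to controls: 0 for no effect and ±100 for the full control effect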
#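 Luminescent ATP signal served as the viability read-out, measured 15-30 min after adding ATP detection reagent to trophozoites that had been incubated with compounds for 48 hrs at 37 deg C anaerobically at 100 cells/well.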
# Menin-MLL TR inh – inhibitors of human menin-MLL interaction, mutant MLL peptide; O00255; Menin + Texas Red MLL mutant peptide, fluorescence polarization; 270,000 tested, 0.23% active; Potency, µM (titrated, usually from 61.6 µM), without a hit: at the highest dose FP activity change, negative = inhibition, hits mostly inhibitors; active = well fitted inhibition curve with a large enough effect in the polarisation, with a control signal flat, not every such curve was filed as active; inconclusive = small, poorly fitted or top-dose-only effect, or effect the other way, or a change in a side signal; inactive = no such curve, though single readings can be large or run the other way; the % refers to the polarisation; also: potency is read from the fitted curve at half-maximal effect; % of control where 0% means no effect; many of its hits are not listed in these tables
# TRPV1 agonist – agonists of human vanilloid receptor 1 (TRPV1) | AID 540275 | activation, % at 8.33 µM | TRPV1-expressing cells, Fluo-8 calcium influx, agonist mode | Q8NER1 | 320,000 tested, 0.19% active; in the data active = activation above about 80%; inconclusive = between about 30% and that limit; also: 0% is about no effect
#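 Cells expressing TRPV1 were dye-loaded with Fluo-8 and read kinetically: 10 s baseline, 3 min after compound (agonist portion), then 2 min after EC20 capsaicin (allosteric enhancer portion). Calcium-bound dye fluorescence at 480/520 nm.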
# CXXC DNA block – blocks binding of human MLL CXXC domain to DNA. Q03164. MLL-CXXC / FITC-HOXA9 DNA fluorescence polarization. Potency, µM (titrated, usually from 115 µM), for inactives: at the highest dose activity change, negative = inhibition, most hits filed as inhibitors. 290,000 tested, 0.037% active. AID 2662; active = well fitted inhibition curve with a large enough effect in the polarisation, with a control signal flat, not every such curve was filed as active; inconclusive = small, poorly fitted or top-dose-only effect, or effect the other way, or a change in a side signal; inactive = no such curve, though single readings can be large or run the other way; the % refers to the polarisation; also: potency is read from the fitted curve at half-maximal effect
#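 Purified MLL-CXXC (added from a 7 uM solution) was preincubated 5 min at ambient with pinned compounds in 50 mM Tris-HCl pH 7.5, 50 mM NaCl, 1 mM DTT, 0.05% BSA. Fluorescein-labeled HOX-A9 DNA (50 nM solution) followed, 30 min, then polarization read.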
# PKM2 act – PKM2 (human) enzyme activation. purified PKM2, Kinase-Glo ATP luminescence, activation; response scale: 0% is enzyme alone, no compound. Potency, µM (series often up to 57.5 µM), for the others: top-dose activation, actives largely listed as activators. 260,000 tested, 0.34% active. AID 1631; also: potency is read from the fitted curve at half-maximal effect; % is scaled to controls: 0 for no effect and ±100 for the full control effect; nearly all actives have a fitted effect of over 55% in size
#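 Kinase-Glo luminescence reports ATP generated from ADP (0.1 mM) and PEP (0.5 mM) by purified hPK-M2 after 1 h at room temperature, pH 7.2 imidazole buffer; intermediate enzyme activity allows detecting inhibitors and activators.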
# KCNH2 WT inh – KCNH2 (human, wildtype) channel inhibition. activity change, % at 1.84 µM. 340,000 tested, 0.37% active. Q12809. AID 720551. U2OS, BacMam KCNH2, thallium flux FluxOr; stronger effect = lower value;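 active = maximum activity change below -70%; inconclusive = maximum activity change between -70% and -50%; inactive = maximum activity change above -50%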; also: % is scaled to controls: 0 for no effect and ±100 for the full control effect
# Target sequence (Q12809 whole entry, looked up): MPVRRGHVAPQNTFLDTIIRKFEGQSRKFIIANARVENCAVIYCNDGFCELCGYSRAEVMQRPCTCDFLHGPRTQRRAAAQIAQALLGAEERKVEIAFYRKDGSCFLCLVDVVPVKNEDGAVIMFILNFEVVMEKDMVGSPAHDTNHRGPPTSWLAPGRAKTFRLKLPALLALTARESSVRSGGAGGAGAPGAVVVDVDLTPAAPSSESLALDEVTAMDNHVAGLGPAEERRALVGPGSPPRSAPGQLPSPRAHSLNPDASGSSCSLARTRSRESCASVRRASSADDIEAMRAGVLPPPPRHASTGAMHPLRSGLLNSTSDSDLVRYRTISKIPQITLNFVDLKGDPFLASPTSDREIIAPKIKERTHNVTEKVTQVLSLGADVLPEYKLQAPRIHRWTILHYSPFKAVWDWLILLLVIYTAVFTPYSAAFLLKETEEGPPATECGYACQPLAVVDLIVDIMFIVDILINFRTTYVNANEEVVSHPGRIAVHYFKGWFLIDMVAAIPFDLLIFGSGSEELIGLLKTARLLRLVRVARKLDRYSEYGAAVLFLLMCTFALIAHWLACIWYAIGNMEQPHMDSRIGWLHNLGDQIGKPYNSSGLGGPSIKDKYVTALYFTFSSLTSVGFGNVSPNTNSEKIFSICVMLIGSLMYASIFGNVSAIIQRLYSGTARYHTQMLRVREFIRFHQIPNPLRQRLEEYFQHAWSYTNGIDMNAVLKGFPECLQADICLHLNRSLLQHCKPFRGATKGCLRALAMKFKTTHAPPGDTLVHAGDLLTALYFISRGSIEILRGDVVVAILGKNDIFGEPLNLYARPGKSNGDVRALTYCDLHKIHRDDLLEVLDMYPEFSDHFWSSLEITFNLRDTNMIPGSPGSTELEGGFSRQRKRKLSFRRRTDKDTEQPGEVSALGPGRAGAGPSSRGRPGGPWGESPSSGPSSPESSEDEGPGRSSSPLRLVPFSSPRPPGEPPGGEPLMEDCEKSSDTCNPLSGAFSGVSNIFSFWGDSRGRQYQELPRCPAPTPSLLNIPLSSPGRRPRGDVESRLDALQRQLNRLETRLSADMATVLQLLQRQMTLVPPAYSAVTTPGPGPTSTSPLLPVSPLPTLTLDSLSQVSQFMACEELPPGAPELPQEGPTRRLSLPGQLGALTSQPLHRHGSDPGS
#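 U2OS cells transduced with wild-type KCNH2 virus are loaded with FluxOr dye for 45 min, and thallium flux is measured in kinetic reads before and after stimulation buffer. Rate constants are normalized to DMSO controls.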
# An asterisk follows results filed as active; ? = inconclusive; . = not tested or not shown; [ ] = another dose, or the depositor's remark. Unless noted, calls follow the shape of the dose curve; as a rule, active = well fitted curve in the direction sought with a large enough effect; inconclusive = small, poorly fitted or top-dose-only effect, or another doubt; inactive = no such curve, though single readings can be large; an effect the other way counts as inactive or inconclusive.
Compound	FBPA coupling cs	USP2a inh	GALK inh	B2AR arrestin	KCNH2 3.1 block	Giardia kill	Menin-MLL TR inh	TRPV1 agonist	CXXC DNA block	PKM2 act	KCNH2 WT inh
Cc1ccc2cc(CCNC(=O)C3CCCC3)c(=O)[nH]c2c1	-1	0%	3%	-0.1%	-9	-5	-14%	-1	2%	0%	6
Cc1ccc(NC(=O)C2CCCN(S(=O)(=O)c3c(C)noc3C)C2)c(C)c1 (stereo not given)	5	-1%	-1%	-0.1%	15	-3	20%	-1	0%	-1%	12
O=C(COc1ccc(C(=S)N2CCCC2)cc1)Nc1ccc(F)cc1	-3	2%	-9%	0.0%	-21	3	13%	3	?	2%	6
Cc1ccc2[nH]cc(C(=O)NCc3cccs3)c(=O)c2c1	2	-1%	-3%	-0.4%	31	2	25%	2	-11%	3%	-1
O=C(Nc1ccc(N2CCOCC2)nc1)c1cccs1	0	3%	-2%	-0.3%	10	17	0%	5	1%	0%	-3
O=C1CCC(C(=O)NC2(C(=O)NC3CCCCC3)CCCCC2)N1 (stereo not given)	-2	0%	1%	-0.1%	6	-7	22%	-3	2%	-4%	-2
CCN(CC)CCN(C)C(=O)CCc1nnc(-c2ccc(C)s2)o1	3	5%	0%	0.3%	1	21	3%	2	25%	-1%	-8
CCN(CC)S(=O)(=O)N1CCC(C(=O)NCc2ccc(C)cc2)CC1	8	1%	1%	0.3%	1	-8	3%	2	4%	-3%	0
Cc1ccc(C(=O)Nc2nnc(S(=O)(=O)N3CCOCC3)s2)cc1	-23	-2%	.	-0.1%	0	?	19%	8	.	-11%	-6
COc1ccc(Cc2nc3ccc(C(=O)NCc4cc(C)no4)cc3o2)cc1OC	-2	3%	-3%	-0.7%	1	-5	9%	-1	?	0%	-3
O=C(NCCc1ccc(F)cc1)C(=O)Nc1cc2c3c(c1)CC(=O)N3CCC2	.	-1%	.	-2.0%	-27	1	.	-5	.	.	-3
Cc1nc2nc(C)c(CCC(=O)NCc3ccc4c(c3)OCO4)c(C)n2n1	1	-2%	1%	-0.6%	10	-7	2%	-4	-2%	-4%	1
FC(F)(F)c1cccc(-c2cc3ccccc3nc2N2CCCC2)c1	-11	0%	1%	0.3%	-6	-10	-17%	13	2%	10%	-1
COc1ccc([N+](=O)[O-])cc1NS(=O)(=O)c1ccccc1	3	3%	1%	-0.5%	-11	-8	-9%	0	3%	-4%	0
Cc1cc(NC(=O)CCS(=O)(=O)c2ccc3c(c2)NC(=O)C(C)S3)ccc1Br (stereo not given)	1	2%	-2%	0.2%	-14	-12	42%[activator]	1	35%[activator]	-7%	-12
COc1cc2c(cc1OC)CN(Cc1cc(=O)oc3cc(C)c(C)cc13)CC2	1	2%	2%	0.3%	-25	-15	4%	?	3%	0%	15
O=C(COc1ncnc2ccccc12)N1CCOCC1	2	-1%	3%	-0.1%	8	8	-5%	2	-4%	6%	12
Cc1ccc(C)c(S(=O)(=O)N2CCN(C(=O)Cn3c(=O)cnc4ccccc43)CC2)c1	.	-3%	.	0.0%	1	7	.	-1	.	.	18
CCN1C(=O)[C@H]2[C@@H](c3ccc(-c4ccc(F)cc4)cc3)N3CCCC[C@@]3(C(=O)OC)[C@H]2C1=O	.	-6%	.	0.1%	-11	9	.	-1	.	.	-6
O=C(CSc1nnc2ccc(-c3ccco3)nn12)Nc1ccccc1F	.	0%	.	-0.1%	9	1	.	-4	.	.	-1
CCC(Oc1ccccc1)C(=O)NCc1ccc(S(N)(=O)=O)cc1 (stereo not given)	-1	2%	1%	0.0%	-3	-12	4%	6	0%	2%	-2
O=C(c1sc2ccccc2c1Cl)N(Cc1cccs1)C1CCS(=O)(=O)C1 (stereo not given)	5	-5%	-4%	0.1%	5	-4	-16%	-2	-12%	-2%	0
Cc1ccc(C2OC3=C(C(=O)CC(C)(C)C3)C(N)=C2C#N)o1 (stereo not given)	0	5%	-1%	0.0%	-3	-4	13%	6	-7%	-32%	7
Cc1ccc(S(=O)(=O)NCc2cn3ccccc3n2)c(C)c1	.	3%	4%	-0.6%	-26	-3	.	-3	36%[activator]	.	7
COC(=O)c1[nH]c2cc(OC)ccc2c1NC(=O)CCN1CCN(c2cccc(C)c2C)CC1	0	1%	4%	7.9%	-91*	-2	2%	?	-2%	0%	6
COc1ccccc1N1CCN(C2CCN(S(=O)(=O)c3ccc4ccccc4c3)CC2)CC1	-2	0%	-1%	0.4%	-37	-28	-27%	7	2%	13%	-22
CCCN1CCC(=O)N([C@H](CSc2ccccc2)CC(C)C)CC1	0	1%	.	-1.3%	-19	11	-10%	5	7%	-2%	44
COc1ccc(-c2cc(C(F)(F)F)nc(SCC(=O)NCCN3CCOCC3)n2)cc1OC	1	-1%	0%	-0.7%	-1	-4	-20%	-6	14%	2%	-9
O=[N+]([O-])c1ccc(-c2nc(NCc3ccccc3)c3ccccc3n2)cc1	3	2%	-5%	0.0%	-14	-20	?	6	7%	-13%	2
COc1nn(CC(=O)N2N=C(C(F)F)CC2(O)C(F)F)cc1[N+](=O)[O-] (stereo not given)	1	1%	-4%	7.0%	11	15	0%	-1	0%	0%	6
O=C(C1CCC1)N1CCN(S(=O)(=O)c2ccc(F)cc2)CC1	.	3%	.	0.5%	-1	4	.	-8	.	.	10
O=C(CN1C(=O)COc2ccccc21)N(Cc1ccccc1)Cc1ccccn1	0	-1%	-1%	0.1%	-18	-21	0%	1	7%	-5%	-23
Nc1ccn(CC(=O)NCc2ccc3c(c2)OCO3)c(=O)n1	.	1%	.	0.1%	-30	-15	.	0	.	.	-13
COCCn1c(=NC(=O)/C=C/c2ccccc2)sc2cc(NC(C)=O)ccc21	9	3%	0%	0.1%	6	13	1%	5	9%	-5%	-1
NNC(=O)CN1C(CN2CCOCC2)=Nc2ccc(Br)cc2C1c1ccccc1 (stereo not given)	0	0%	1%	-1.0%	-73*	1	-6%	-2	-13%	4%	-32
COC(=O)Nc1ccc(S(=O)(=O)Nc2ncccn2)cc1	3	-1%	1%	-0.7%	-9	-11	5%	0	?	-2%	.
Cc1ccc(S(=O)(=O)N2CCN(C(=O)C3CC3C)CC2)c(C)c1 (stereo not given)	.	0%	.	0.3%	8	-4	.	19	.	.	1
O=C(c1ccc(F)cc1)N1CCCCC(S(=O)(=O)c2ccccc2)C1=O (stereo not given)	-2	0%	.	0.4%	-9	3	-11%	9	1%	-10%	0
CC(C)OC(=O)CC12CN3CN(C1)CC(CC(=O)OC(C)C)(C3)C2=O	1	0%	0%	-0.2%	-1	-11	16%	2	0%	7%	5
COC(=O)/C=C1\S/C(=N/NC(=O)c2ccc(OC)cc2)NC1=O	1	2%	-1%	-0.1%	3	-9	-5%	2	18%	2%	2
Cc1cccc(C(C(=O)NC2CCCCC2)N(Cc2cccnc2)C(=O)c2csnn2)c1 (stereo not given)	3	3%	-1%	0.1%	-19	-6	-13%	4	-2%	.	6
C=CCn1c(SCC(=O)NCCc2ccccc2)nnc1C(C)NC(=O)c1cccs1 (stereo not given)	2	2%	-6%	0.3%	14	-4	-8%	-3	1%	-7%	0
COc1ccc(N2CC(O)=C(c3n(C)c4ccccc4[n+]3C)C2=N)cc1	0	-1%	0%	0.2%	-4	-7	-23%	-1	-16%	-4%	-2
FC(F)(F)c1cc(-c2ccccc2)nc(NC2CCCC2)n1	0	5%	0%	0.2%	-1	-1	-10%	19	8%	-3%	19
O=C(Nc1ccccc1F)c1cccc(C(=O)Nc2ccccc2F)c1	-1	0%	.	-0.5%	-13	0	?	2	?	.	-4
C/C(=N\NC(=O)c1ccn(C)n1)c1ccc(NC(=O)C2CCC2)cc1	.	0%	0%	0.2%	13	-1	.	2	5%	.	8
Brc1ccc(-c2nnc3sc(CN4CCC5(CC4)OCCO5)cn23)cc1	3	0%	2%	0.3%	1	11	-22%	-2	7%	4%	-5
COc1ccc(C(C#N)c2cnccn2)cc1OC (stereo not given)	.	3%	.	-1.0%	4	-23	.	4	.	.	4
NCCOc1ccccc1-c1ccccc1	-1	-1%	1%	6.8%	21	-13	-24%	2	-1%	-3%	1
OC1CN=C2CCCc3c2n(c2ccc(Cl)cc32)C1 (stereo not given)	1	4%	-1%	0.0%	13	20	6%	0	?	3%	14

# Bioassay records as filed in PubChem BioAssay.

# A portion of the library; count on the stated rates, not on these rows.
